Assay outcomes: PubChem, National Center for Advancing Translational Sciences (NCATS)
EPAC1 ag = qHTS for Agonist of cAMP-regulated guanine nucleotide exchange factor 3 (EPAC1): primary screen; Rap guanine nucleotide exchange factor 3 (Homo sapiens), O95398; EPAC1 agonist qHTS, biochemical assay; response scale: 100% = response to 6.5 mM cAMP; Potency, µM (top dose mostly 154 µM), without a hit: at the highest dose activation, hits mostly activators; hit rate 0.073% among 360,000; AID 720707, 2013; further: potency means the concentration at half of the fitted maximal effect; nearly all actives have a fitted effect of over 60% in size
Target sequence (O95398 whole entry, looked up): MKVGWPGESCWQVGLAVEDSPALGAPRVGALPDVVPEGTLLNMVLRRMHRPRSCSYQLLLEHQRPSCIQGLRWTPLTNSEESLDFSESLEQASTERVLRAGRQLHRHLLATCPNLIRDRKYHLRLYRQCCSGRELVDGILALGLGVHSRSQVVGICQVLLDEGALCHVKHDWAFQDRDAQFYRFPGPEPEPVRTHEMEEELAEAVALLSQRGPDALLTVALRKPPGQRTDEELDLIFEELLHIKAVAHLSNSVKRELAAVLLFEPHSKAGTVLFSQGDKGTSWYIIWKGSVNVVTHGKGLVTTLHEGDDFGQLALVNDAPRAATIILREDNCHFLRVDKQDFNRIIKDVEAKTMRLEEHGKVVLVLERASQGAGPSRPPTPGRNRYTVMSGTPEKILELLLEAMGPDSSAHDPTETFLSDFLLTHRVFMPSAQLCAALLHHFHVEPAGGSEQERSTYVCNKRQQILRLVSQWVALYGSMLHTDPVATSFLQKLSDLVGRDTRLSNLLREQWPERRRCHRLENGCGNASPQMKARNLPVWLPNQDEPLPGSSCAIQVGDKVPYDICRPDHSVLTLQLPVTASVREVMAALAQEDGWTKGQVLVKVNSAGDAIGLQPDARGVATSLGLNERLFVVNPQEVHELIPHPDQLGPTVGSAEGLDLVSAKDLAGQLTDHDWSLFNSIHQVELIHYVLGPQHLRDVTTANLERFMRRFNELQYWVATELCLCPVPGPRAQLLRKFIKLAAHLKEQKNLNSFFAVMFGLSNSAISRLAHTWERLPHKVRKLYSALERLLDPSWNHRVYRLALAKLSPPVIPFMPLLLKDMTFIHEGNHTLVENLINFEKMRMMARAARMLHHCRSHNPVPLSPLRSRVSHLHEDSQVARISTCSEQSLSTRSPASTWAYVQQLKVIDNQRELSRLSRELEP
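Fluorescent GDP-exchange assay: 100 nM EPAC1 with 250 nM Rap1B preloaded with BODIPY-GDP and 50 uM GDP; compounds tested as concentration series, 5 min at room temperature, then read every 5 min for 30 min (ex 480/em 540 nm); normalized to 6.5 mM cAMP.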
WRN helicase inh = qHTS for Inhibitors of WRN Helicase | Bifunctional 3'-5' exonuclease/ATP-dependent helicase WRN (Homo sapiens), Q14191 | WRN helicase unwinding, fluorescent forked duplex, kinetic | Potency, µM (doses to about 114 µM), for the others: at the top dose activity change, negative = inhibition, hits mostly inhibitors | hit rate 0.46% among 360,000 | AID 651768, 2012; further: potency means the concentration at half of the fitted maximal effect; on the % scale 0 is the no-effect control and ±100 the full control effect; nearly all actives have a fitted effect of over 55% in size
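WRN at 20 nM final preincubated with compound 15 min at room temperature; reaction started with 100 nM fluorophore/quencher forked duplex oligonucleotide and 2 mM ATP final. Unwinding followed kinetically by red fluorescence (ex 525, em 598 nm).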
FUS yeast rescue = qHTS for Suppressors of FUS Proteinopathy: Primary screen using FUS-linked yeast assay. S. cerevisiae FUS-expressing, growth rescue, OD600, 24 h. Potency, µM (series often up to 76.6 µM), for inactives: top-dose growth rescue (activation), actives largely listed as activators. hit rate 0.24% among 390,000;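 further: potency means the concentration at half of the fitted maximal effect; plate controls were DMSO vehicle for no effect and reference control for full effect; nearly all actives have a fitted effect of over 55% in size; some results filed as inactive show a strong effect at the top dose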
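Read-out: OD at 600 nm after 24hr at 30C, reporting rescue of FUS-induced yeast toxicity. Cells at OD 0.005 in galactose (2%) minimal medium; compounds tested in a dilution series; CP55940 titration from 92uM final as control.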
EPAC1 antagonist = qHTS for Antagonist of cAMP-regulated guanine nucleotide exchange factor 3 (EPAC1): primary screen; EPAC1 GEF assay, Rap1b-BODIPY-GDP exchange fluorescence; Potency, µM (top dose mostly 115 µM), for the others: at the highest dose activity change, negative = inhibition, hits mostly inhibitors; hit rate 0.14% among 360,000;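 further: potency means the concentration at half of the fitted maximal effect; plate controls were vehicle for no effect and positive control for full effect; nearly all actives have a fitted effect of over 50% in size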
Abeta rescue = qHTS for compounds that reverse cellular toxicity of Amyloid beta (A-beta) peptide in yeast: Primary Screen; yeast expressing A-beta42, growth rescue, OD600, 48 h; response scale: 0% DMSO, 100% iron-clioquinol control; Potency, µM (titrated, usually from 46.1 µM), inactives show at the highest dose growth rescue, most hits filed as activators; hit rate 0.063% among 410,000; further: potency means the concentration at half of the fitted maximal effect; nearly all actives have a fitted effect of over 55% in size
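Growth rescue measured by 600 nm absorbance after 48 h yeast culture at 30 C with compound. Values normalized between DMSO and an equimolar ferric chloride plus clioquinol control.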
IL-2 act = qHTS of IL-2 Activators | IL-2 activation reporter assay, cell-based qHTS; stimulated with anti-CD3/CD4/CD28 beads; in transgenic mouse T cells | activation, % (series mostly up to about 46 µM) | hit rate 0.065% among 360,000 | AID 652025, 2013; in the data active means activation above about 50%; inconclusive means mostly about 30% to 49%; further: 0% is about no effect
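Screening format: compound pinned onto unstimulated transgenic mouse T cells, 60 min incubation, then anti-CD3/anti-CD4/anti-CD28 bead stimulation for 18 hours at 37 degrees C, followed by EGFP and DsRed detection.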
PI5P4Ka inh = qHTS for Inhibitors of phosphatidylinositol 5-phosphate 4-kinase (PI5P4K). Phosphatidylinositol 5-phosphate 4-kinase type-2 alpha (Homo sapiens), P48426. PI5P4Kalpha enzyme, ADP-Glo luminescence, 60 min; stronger effect = lower value. max response, %. hit rate 1.2% among 330,000. AID 652105, 2013; active means max response of -50% or lower; inconclusive means between -30% and -50%; inactive means -30% or higher; further: value at the top dose of about 77 µM; on the % scale 0 is the no-effect control and ±100 the full control effect
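Human PI5P4Kalpha with substrate in 0.038 M HEPES pH 7.4, 0.28 mM EGTA, 0.1% CHAPS, 5% DMSO; reaction started with 5 microM ATP (final), 60 min at room temperature. ADP formed read by ADP-Glo luminescence.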
PLK1 PBD inh = qHTS for Inhibitors of PLK1-PDB (polo-like kinase 1 - polo-box domain): Primary Screen. Serine/threonine-protein kinase PLK1 (Homo sapiens), P53350. Plk1 PBD binding of FITC phosphopeptide, fluorescence polarization. Potency, µM, inactives show max response, negative = inhibition, most hits filed as inhibitors. hit rate 2.8% among 360,000. AID 720504, 2013; further: potency means the concentration at half of the fitted maximal effect; series mostly up to about 57 µM; on the % scale 0 is the no-effect control and ±100 the full control effect; nearly all actives have a fitted effect of over 65% in size
Starred values were filed as active, the others as inactive; ? = inconclusive; nt = no result given; & = joins results of further samples; [ ] = remark or other dose. Unless noted, the call rests on the fitted dose curve; in most records, active means well fitted curve in the direction sought with a large enough effect; inconclusive means small, poorly fitted or top-dose-only effect, or another doubt; inactive means no such curve, though single readings can be large; an effect the other way counts as inactive or inconclusive.

SMILES	EPAC1 ag	WRN helicase inh	FUS yeast rescue	EPAC1 antagonist	Abeta rescue	IL-2 act	PI5P4Ka inh	PLK1 PBD inh
CC1(c2ccccc2)NC(=O)N(CC(=O)Nc2ccc(S(N)(=O)=O)cc2)C1=O (stereo not drawn)	0%	1%	-14%	2%	-11%	5.2	1	-7%
O=C(COC(=O)C1CC2C=CC1C2)NCc1ccccc1Cl (stereo not drawn)	1%	6%	-13%	-2%	1%	4.3	1	-2%
COc1ccc(OC)c(NC(=O)CCNS(=O)(=O)c2cc(Br)cnc2N)c1	-2%	1%	7%	4%	0%	-0.3	-3	-6%
COc1ccc(Cl)cc1NC(=O)CN(C)C(=O)c1cccc2cccnc12	11%	5%	-7%	-5%	-7%	0.2	-1	-8%
O=C1CN(c2cc(Cl)cc(Cl)c2)C(=O)CN1/N=C/c1cccnc1	10%	0%	-2%	-9%	5%	3.2	1	0%
COc1cc(-c2noc(-c3ccco3)n2)cc(OC)c1OC	-6%	2%	8%	-13%	5%	0.1	-2	4%
O=C(CN1CCCCC1)N/N=C/c1ccc(Cl)cc1Cl	11%	4%	-13%	4%	-6%	0.7	-6	-10%
COc1ccc(NC(=O)c2cc(=O)[nH]c(=O)[nH]2)cc1S(=O)(=O)Nc1ccccc1Cl	3%	-20%[57.1 µM]	-2%	-17%	9%	1.3	-24	-1%
Cc1ccc(C(=O)CCNc2cccc(Br)c2)o1	10%	-5%	25%	7%	-10%	-0.2	-4	-13%
NC(=S)N/N=C/c1ccc(Br)o1	-3%	6%	-25%	-12%	6%	-1.1	1	-4%
COc1ccc(Br)cc1CSC(=N)N	1%	-3%	-7%	1%	0%	-1.4	9	2%
O=C(O)Cc1ccc(N=Cc2c(O)ccc3ccccc23)cc1	5%	-12%	-19%	0%	-9%	-2.8	-2	-3%
CCCc1cc(=O)[nH]c(SCC(=O)N(CC(C)C)C2CCS(=O)(=O)C2)n1 (stereo not drawn)	-3%	-1%	8%	4%	14%	-1.0	-1	-4%
CCOC(=O)c1c2n(c3ccc(O)cc13)CCCCC2	-8%	-13%	-18%	-21%	1%	-0.2	-5	-6%
CCOc1ccc(NC(=O)CSc2nccn(-c3ccc4c(c3)OCCO4)c2=O)cc1	25%	-19%	16%	0%	0%	0.7	-3	-15%
CCOc1cc(N2CCOCC2)c(OCC)cc1NC(=O)COC(=O)c1ccccc1OC(F)F	-5%	-33%	9%	-22%	10%	0.9	1	-19%
COc1ccc2nc(NC(=O)C(NS(=O)(=O)c3cccc4nsnc34)C(C)C)sc2c1 (stereo not drawn)	-4%	-9%	25%	-2%	-14%	-2.1	5	-13%
CNC(=S)N1CCn2cccc2C1c1cc(OC)c(OC)c(OC)c1 (stereo not drawn)	7%	-1%	16%	-2%	10%	-0.7	-2	-11%
COc1ccc(NS(=O)(=O)c2cc(NC(=O)COc3ccccc3)ccc2N2CCOCC2)cc1	1%	-9%	43%	-5%	3%	-1.1	4	-3%
COc1cccc(CNS(=O)(=O)c2csc(C(N)=O)c2)c1	-8%	3%[57.1 µM]	2%	1%	16%	0.0	-1	1%
COc1ccccc1CCNC(=O)CCSc1nc(-c2ccco2)cc(C(F)(F)F)n1	-24%	5%	13%	5%	9%	-0.7	5	-8%
COc1ccccc1NC(=S)N1CCC(NC(=O)C23CC4CC(CC(C4)C2)C3)CC1	-4%	-1%	-16%	-9%	-13%	-1.4	-1	-7%
O=C(NCc1cc(Cl)cc(Cl)c1)c1ccc2nc([C@H]3C[C@H](O)[C@@H](CO)O3)[nH]c2c1	6%	-2%	4%	-6%	10%	-0.1	-1	0%
CC(=O)N1CCc2cc(C(=O)CN3CCN(c4ccccc4F)CC3)ccc21	2%	-5%	-7%	-3%	-14%	-0.6	-8	-15%
O=C(O)c1ccc(S(=O)(=O)N(Cc2ccc(F)cc2)C2CCCCC2)cc1	-3%	-4%	-16%	-6%	-8%	-0.1	4	-20%
O=C(CN1C(=O)COc2ccc(S(=O)(=O)N3CCCCC3)cc21)NCc1ccc(F)cc1	-9%	-2%	-2%&19%	-6%	-2%&-8%	-2.0	3	-5%
OC(CNCC1COc2ccccc2O1)COc1ccc(Cl)cc1 (stereo not drawn)	16%	-2%	-9%	1%	-7%	-0.9	11	-7%
CCN(CC)C(=O)c1cc(Cl)ccc1NC(=O)c1ccco1	12%	-3%	8%	1%	5%	0.9	4	-1%
O=[N+]([O-])c1cccc(COc2ccc(CN3CCOCC3)cc2)c1	-12%	-4%	-24%	-9%	-25%	0.9	-6	-13%
CCN(CC)CCNC(=O)CS(=O)Cc1nc(-c2ccc(Cl)cc2)oc1C (stereo not drawn)	9%	-6%	26%	2%	12%	-1.5	nt	-6%
CCOC(=O)C1C(c2ccc(C(=O)O)cc2)NC(=O)NC1(O)C(F)(F)F (stereo not drawn)	7%	-2%[57.1 µM]	-2%	3%	-2%	0.9	3	-6%
O=C1CCC[C@@H]2Cc3[nH]c4c(Cl)ccc(Cl)c4c3[C@@H]3CCN1[C@H]23	-8%	-4%	8%	-7%	0%	0.3	13	-12%
O=C(C1CCCN(S(=O)(=O)c2ccc(F)cc2)C1)N(Cc1cccs1)C1CC1 (stereo not drawn)	16%	-6%	0%	-1%	-23%	-0.2	0	0%
CSc1ccccc1NC(=O)C(C)N(C)CC(=O)N1CCN(Cc2ccccc2)CC1 (stereo not drawn)	-7%	?	nt	-11%	5%	0.6	-7	-2%
Cc1ccc(NC(=O)CCCCCN2C(=O)c3ccccc3C2=O)nc1	-7%	-9%	10%	6%	-10%	-1.4	-2	-1%
COc1cc(/C=N/NC(=O)c2cc[n+]([O-])cc2)cc(OC)c1OC	-5%	-2%	-3%	0%	4%	-0.3	-5	-4%
COc1cc([N+](=O)[O-])ccc1NC(=S)NNC(=O)CCC(=O)Nc1ccccc1Cl	-11%	0%	-12%	?	2%	3.2	-3	-23%
CCc1ccc(Nc2nc(C)cc(C)c2C(N)=O)cc1	3%	-29%	5%	-29%	-3%	2.5	11	-9%
c1ccc2c(c1)ncn2-c1ccc(-c2ccnc(-c3ccncc3)n2)cc1	3%	-8%[57.1 µM]	-2%	-4%	-7%	-2.1	-6	0%
O=S(=O)(Nc1ccccc1N1CCOCC1)c1ccc(F)c(Cl)c1	4%	-4%	12%	-29%	-4%	-0.6	6	0%
COc1ccc(NC(=O)Cn2c(C)csc2=O)c(OC)c1	-2%	-4%	-10%	-5%	-2%	-0.2	-2	?
Cc1onc(-c2ccccc2Cl)c1C(=O)N(Cc1nc(-c2ccccc2)no1)C1CCCCC1	22%	-14%	?	-14%	3%	-2.6	nt	-8%
Cc1cc(C)nc(NC(=O)c2cc(-c3ccc4c(c3)OCO4)nc3ccccc23)c1	3%	?	nt	7%	2%	-5.0	-20	-7%
Nc1nnnn1/N=C\c1ccc(Cl)c([N+](=O)[O-])c1	1%	-12%	6%	0%	-9%	0.9	-2	-11%
CNC(=O)c1c(NC(=O)CCS(=O)(=O)c2ccc(Cl)cc2)sc2c1CCN(C(=O)OC)C2	12%	-7%	24%	-13%	1%	-0.5	-5	-19%
CC(=O)Oc1c(Cl)cc(Cl)cc1/C=C/c1ccc2ccccc2n1	5%	-23%	23%	-6%	-32%	-2.6	nt	0%
O=C1C=C(Nc2ccccc2)c2ccccc2C1=O	-6%	3%[11.6 µM]	22%	-9%	-37%	-0.2	0	-16%
COC(=O)C1=C(C)Nc2c(c(=O)n(C)c(=O)n2C)C1c1ccc(Cl)cc1 (stereo not drawn)	-8%	0%	nt	-7%	2%	0.2	-3	-6%
COCCNc1nc(NCCOc2ccccc2Cl)c2sccc2n1	-17%	0%	-8%	-11%	-8%	-1.0	-19	2%
CCn1c(-c2cccn(Cc3ccc(Cl)cc3Cl)c2=O)n[nH]c1=S	8%	-8%[57.1 µM]	-1%	-1%	-5%	1.2	8	-19%
CN(CCNC(=O)Cn1c(=O)sc2ccccc21)Cc1ccccc1	-1%	-8%	-17%	-11%	2%	1.9	-2	-28%
Clc1ccccc1-c1ccc(/C=N/n2cnnc2)o1	3%	-12%	18%	-5%	9%	-2.0	0	-6%
Cc1ccc(CC(NC(=O)c2ccccc2)C(=O)NC(Cc2ccccc2)C(=O)O)cc1 (stereo not drawn)	2%	-30%	18%	16%	-1%	1.1	-15	?
COc1ccccc1C(=O)NC(C(=O)NCCc1nc2ccccc2[nH]1)=C(C)C	-4%	5%	-10%	-15%	-4%	-2.6	0	-10%
O=C(COC(=O)c1cc(S(=O)(=O)N2CCOCC2)ccc1Cl)NC1CC1	5%	-2%	-11%	-6%	-14%	0.6	4	-6%
O=C(NCc1ccccc1)c1cccc2c1C(=O)c1ccc(/C=C/c3ccccc3)cc1S2(=O)=O	23%	-27%	?	3%	-17%	10	-9	-18%
O=C(Cc1nc2ccccc2[nH]1)c1ccc([N+](=O)[O-])cc1	-3%	-2%	8%	-1%	2%	-0.8	-19	-10%
CC1(C(=O)NS(=O)(=O)c2cccc(OC(F)F)c2)CCN1C(=O)Cc1ccsc1 (stereo not drawn)	-11%	0%	9%	0%	-14%	0.1	1	-3%
COc1ccc(CC(=O)OCC(=O)N2CCCc3ccccc32)cc1	-3%	4%	12%	0%	19%	2.8	-3	2%
CCCC(=O)N1CCC1(C)C(=O)NS(=O)(=O)c1cccc(Cl)c1 (stereo not drawn)	-18%	4%	-11%	-5%	-9%	-0.4	4	1%
